RBBP9 inh: human RBBP9 inhibitors, primary screen, biochemical, fluorescence polarization, FP-Rh probe, HTS. recombinant RBBP9. 220,000 tested, 0.2% active. inhibition, % at 7.94 µM. AID 1515, 2009. Serine hydrolase RBBP9 (Homo sapiens), O75884;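 active = inhibition above the campaign mean of all tested compounds plus 3 SD, cut at about 14% in these data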;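 note: plate controls were DMSO wells with RBBP9 for no effect and wells lacking RBBP9 protein for full effect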
Target sequence (O75884 whole entry, looked up): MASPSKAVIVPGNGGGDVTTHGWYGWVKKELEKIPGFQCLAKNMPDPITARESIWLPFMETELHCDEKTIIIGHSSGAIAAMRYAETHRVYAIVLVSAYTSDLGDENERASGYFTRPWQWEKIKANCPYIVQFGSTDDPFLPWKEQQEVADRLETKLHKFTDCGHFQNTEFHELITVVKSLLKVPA
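Measured by – fluorescence polarization · Test system – RBBP9 protein · Input – 2.5 µM RBBP9 dispensing solution, before mixing · Measure – percent inhibition from mP, scaled between DMSO and no-protein wells · Benchmarks – DMSO-treated enzyme wells and wells lacking RBBP9 · Times – preincubation 30 min plus labeling 45 min at 25 °C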
Runt-CBFb FRET: inhibitors of RUNX1 Runt–CBFb binding, primary screen, biochemical, FRET, Cerulean-Runt, Venus-CBFb, uHTS. Cerulean-Runt/Venus-CBFb FRET ratio 530/480, 1 h. inhibition, % at 20 µM. 220,000 tested, 0.46% active;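 active = inhibition over about 50% at 20 µM in the single-dose screen, limit read from the data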;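 note: 0% = DMSO wells and 100% = excess unlabeled CBFb competitor control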
Target sequence (Q01196 whole entry, looked up): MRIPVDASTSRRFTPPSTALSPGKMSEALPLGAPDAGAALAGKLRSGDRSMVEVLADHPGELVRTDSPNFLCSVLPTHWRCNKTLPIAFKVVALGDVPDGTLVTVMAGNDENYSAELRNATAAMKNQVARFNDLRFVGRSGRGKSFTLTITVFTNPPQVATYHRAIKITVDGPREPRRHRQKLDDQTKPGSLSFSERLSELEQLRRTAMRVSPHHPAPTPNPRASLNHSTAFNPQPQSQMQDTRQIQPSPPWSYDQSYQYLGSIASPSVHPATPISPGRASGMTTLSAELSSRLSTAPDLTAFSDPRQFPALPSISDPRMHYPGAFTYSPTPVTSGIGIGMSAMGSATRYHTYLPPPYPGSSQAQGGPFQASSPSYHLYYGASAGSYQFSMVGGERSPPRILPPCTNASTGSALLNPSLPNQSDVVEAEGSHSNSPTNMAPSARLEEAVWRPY
Target sequence (Q13951 whole entry, looked up): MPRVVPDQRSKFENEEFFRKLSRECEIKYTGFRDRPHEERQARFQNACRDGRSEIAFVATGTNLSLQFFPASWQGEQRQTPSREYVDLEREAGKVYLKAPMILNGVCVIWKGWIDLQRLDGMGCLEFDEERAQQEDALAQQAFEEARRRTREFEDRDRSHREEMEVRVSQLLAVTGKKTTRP
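Schedule: protein complex preformed 1 h, compound exposure 1 h, room temperature, dark; test system: Cerulean-labeled Runt domain protein; amount: 100 nM per protein; buffer or medium: Tris 50 mM pH 7.5, KCl, K2SO4, 0.01% BSA; read-out: loss of energy transfer signal; detection: FRET fluorescence; controls: 5 µM unlabeled CBFb as full-inhibition high control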
p97 ATPase inh: inhibitors of human p97 ATPase, primary screen, biochemical. AID 1481, 2009. 220,000 tested, 0.42% active. inhibition, % at 8 µM. recombinant p97 ATPase, Kinase-Glo ATP luminescence, 3 h; in the data active = inhibition above about 15%;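 note: 0% = DMSO vehicle and 100% = wells lacking enzyme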
Runt-SMMHC FRET: inhibitors of RUNX1 Runt–CBFb-SMMHC binding, primary screen, biochemical, FRET, Cerulean-Runt, Venus-CBFb-SMMHC, uHTS. inhibition, % at 20 µM. AID 1434, 2008. 220,000 tested, 0.74% active. Cerulean-Runt/Venus-CBFb-SMMHC FRET ratio 530/480, 1 h;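 active = mean inhibition across duplicate retests at 20 µM reaching about 50%, limit read from the data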;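 note: 0% = DMSO wells and 100% = wells with excess untagged CBFb-SMMHC; inhibitors lower the FRET ratio by blocking Runt binding to CBFb-SMMHC; some results filed as inactive read as strong as hits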
EBV gp42 block: Epstein-Barr virus gp42 inhibitors, primary screen, biochemical, uHTS, fluorescence polarization; AID 1085, 2008; inhibition, % (tested at 21.74 µM); Fluorescence polarization binding assay, mP read-out; 220,000 tested, 0.42% active; in the data active = inhibition above about 50%
Target sequence (Q1HVG2 whole entry, looked up): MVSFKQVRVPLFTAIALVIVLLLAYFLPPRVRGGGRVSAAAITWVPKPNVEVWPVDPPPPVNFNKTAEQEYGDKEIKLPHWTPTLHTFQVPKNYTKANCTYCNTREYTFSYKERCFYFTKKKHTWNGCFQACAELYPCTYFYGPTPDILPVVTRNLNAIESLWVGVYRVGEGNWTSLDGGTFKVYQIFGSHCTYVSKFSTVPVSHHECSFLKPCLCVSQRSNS
Tb hexokinase: Trypanosoma brucei hexokinase 1 inhibitors, primary screen, biochemical, G6PDH-coupled NADH absorbance, MLSCN library. inhibition, % at 10 µM. 220,000 tested, 0.11% active. AID 1430, 2008. recombinant TbHK1, G6PDH-coupled NADH A340. hexokinase 1 [Trypanosoma brucei];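 active = inhibition of 50% or more in the single-dose primary screen; inactive = inhibition below 50%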
p47phox inh: p47phox/p22phox peptide binding inhibitors, primary screen, biochemical, uHTS, NADPH oxidase regulatory subunit; fluorescence polarization, 2 h; inhibition, % at 24.7 µM; 220,000 tested, 0.53% active;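 active = inhibition above about 30%, limit read from the data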;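 note: 0% = p47phox with labelled peptide and 100% = labelled peptide alone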
Furin inhibitor: human furin inhibitors, primary screen, biochemical, fluorescence intensity; P09958; inhibition, % at 30 µM; 220,000 tested, 0.061% active; AID 463115, 2010; purified furin, fluorogenic substrate cleavage; in the data active = inhibition above about 25%; note: inactives centre near -15
Calpain2 inh: inhibitors of pig calpain II, primary screen, biochemical, fluorogenic peptide substrate, 1536-well. purified calpain II, 30 min. inhibition, % at 16 µM. 220,000 tested, 0.37% active;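 active = inhibition above about 50%, limit read from the data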
* hit, by the source's call; nt = no result given; [ ] = remark or other dose.

| # | Compound | RBBP9 inh | Runt-CBFb FRET | p97 ATPase inh | Runt-SMMHC FRET | EBV gp42 block | Tb hexokinase | p47phox inh | Furin inhibitor | Calpain2 inh |
| --- | --- | --- | --- | --- | --- | --- | --- | --- | --- | --- |
| 1 | Cn1c(=NC(=O)c2ccccc2[N+](=O)[O-])sc2cccc(F)c21 | 1 | 0 | 2 | -1 | -24 | -20 | -51 | -13 | 25 |
| 2 | CCOc1ccc(CC(=O)Nc2c(C(N)=O)oc3ccccc23)cc1OCC | -3 | -4 | -2 | 0 | -2 | 1 | 3 | -8[20 µM] | 17 |
| 3 | COC(=O)CSc1ncnc2c1cnn2Cc1ccccc1 | -10 | 1 | -2 | 1 | -3 | 6 | 3 | -10 | 9 |
| 4 | CSc1sc(C(=O)NCC2CC2)c2c1S(=O)(=O)N(C)c1ccccc1-2 | -4 | -3 | 2 | -12 | -4 | 4 | -7 | -17 | -7 |
| 5 | CCOC(=O)N1CCN(c2c(N3CCc4ccccc43)c(=O)c2=O)CC1 | -18 | 1 | -4 | -8 | 0 | -40 | 1 | -12 | 15 |
| 6 | COc1ccc(CCN2C(=O)c3[nH]nc(-c4ccccc4O)c3C2c2ccccc2)cc1OC (centres undefined) | -11 | 0 | -1 | 0 | -12 | -4 | -11 | -24 | -18 |
| 7 | CCOC(=O)/C(C#N)=C/Nc1ccccc1OC | -13 | 1 | -1 | 2 | -12 | -47 | -5 | -5[20 µM] | 16 |
| 8 | CC(C)OCCCNC(=O)Nc1cccc2ccccc12 | -14 | 2 | 3 | -4 | -11 | -4 | -7 | -29 | -46 |
| 9 | Cc1ccc(C)c(/C(O)=C2\C(=O)C(=O)N(Cc3cccnc3)C2c2cccnc2)c1 (centres undefined) | -6 | -1 | -3 | -2 | -6 | -35 | -13 | 3 | -14 |
| 10 | O=C(CSCc1ccccc1)N/N=C/c1ccccc1OCc1ccccc1 | -16 | -2 | -4 | -8 | -11 | 5 | -5 | -6[20 µM] | 36 |
| 11 | O=C(/C=C/c1ccccc1)Nn1cnc2ccccc2c1=O | -3 | -2 | 1 | 2 | -13 | -1 | -36 | -31 | 10 |
| 12 | CN(CC(=O)Nc1ccc(N2CCOCC2)cc1)CC(=O)Nc1ccccc1[N+](=O)[O-] | -6 | 0 | -2 | 1 | 3 | -5 | -3 | -13 | 5 |
| 13 | Cc1cccc(NC(=S)N(CCCN2CCOCC2)C(C)c2cc3ccccc3o2)c1 (centres undefined) | -6 | -2 | -5 | 61 | 11 | -5 | -6 | 5 | 15 |
| 14 | C/C(=N\NC(=O)C1(C)NC(C)(C)Cc2ccccc21)c1ccccc1 (centres undefined) | -6 | 1 | -5 | -2 | -7 | 5 | -6 | 4 | 15 |
| 15 | N#CC1(C#N)CC(C=O)=C(N)C1(C#N)CC(=O)C12CC3CC(CC(C3)C1)C2 (centres undefined) | -5 | 18 | 0 | 40 | 142* | -10 | -17 | -6 | 2 |
| 16 | Cn1c(SCc2nn[nH]n2)nc2c1c(=O)n(Cc1ccccc1Cl)c(=O)n2C | -10 | 0 | 2 | -1 | -15 | 4 | -8 | -31[20 µM] | -19 |
| 17 | CCC(Oc1ccccc1)C(=O)N1CCN(c2ccccn2)CC1 (centres undefined) | -1 | -2 | -3 | 0 | -11 | 0 | -15 | -22[20 µM] | -12 |
| 18 | Cc1c(/C=N/NC(=O)c2sc3ccccc3c2Cl)cnn1C | -8 | 0 | 2 | 3 | -2 | -41 | -2 | -18[20 µM] | 26 |
| 19 | Cc1ccc(C(=O)N/C(=C/c2cccs2)C(=O)N2CCCCCC2)cc1 | -11 | -4 | -6 | -1 | -28 | -6 | -1 | -12[20 µM] | 18 |
| 20 | CCOC(=O)c1sc(NC(=O)CSc2ccccn2)c(C#N)c1C | -4 | -3 | 6 | -2 | -7 | -16 | -8 | 22[20 µM] | 20 |

Reprinted from the part before: 2 compounds, followed by the next part.
| # | Compound | RBBP9 inh | Runt-CBFb FRET | p97 ATPase inh | Runt-SMMHC FRET | EBV gp42 block | Tb hexokinase | p47phox inh | Furin inhibitor | Calpain2 inh |
| --- | --- | --- | --- | --- | --- | --- | --- | --- | --- | --- |
| 19 | Cc1ccc(C(=O)N/C(=C/c2cccs2)C(=O)N2CCCCCC2)cc1 | -11 | -4 | -6 | -1 | -28 | -6 | -1 | -12[20 µM] | 18 |
| 20 | CCOC(=O)c1sc(NC(=O)CSc2ccccn2)c(C#N)c1C | -4 | -3 | 6 | -2 | -7 | -16 | -8 | 22[20 µM] | 20 |
| 21 | Cc1csc2c(N3CCN(C(=O)Nc4ccccc4)CC3)ncnc12 | 0 | 1 | 5 | 2 | -6 | -7 | -11 | -29 | -1 |
| 22 | CCCn1c(C)cc(C(=O)COC(=O)c2ccc[nH]c2=O)c1C | -15 | -2 | -4 | -2 | -2 | -2 | 12 | 6 | 22 |
| 23 | COc1ccc(-n2ncc3c(NCc4ccco4)ncnc32)cc1 | -14 | -1 | 0 | 3 | -4 | -3 | -7 | -22 | 1 |
| 24 | COc1ccc(/C=C/C(=O)N[C@H](C(=O)O)C(C)C)cc1 | -9 | 1 | -2 | -3 | 2 | 0 | 1 | -13 | 4 |
| 25 | CCc1nc2ccccc2c(C(=O)OCC(=O)NC(=O)c2cccn2C)c1C | -6 | 1 | 3 | 0 | 2 | -3 | -26 | -6 | -35 |
| 26 | S=c1[nH]nc(COc2ccccc2)n1Cc1ccccc1 | -7 | 14 | -5 | 12 | -2 | -4 | 1 | -14 | 16 |
| 27 | CCCNC(=O)C(=O)N/N=C/c1cccs1 | -7 | 1 | 3 | 4 | -3 | -1 | -10 | -24 | 9 |
| 28 | CC[C@H]1OC(=O)[C@H](C)[C@@H](O[C@H]2C[C@@](C)(OC)[C@@H](O)[C@H](C)O2)[C@H](C)[C@@H](O[C@@H]2O[C@H](C)C[C@H](N(C)C)[C@H]2O)[C@](C)(OC)C[C@@H](C)C(=O)[C@H](C)[C@@H](O)[C@]1(C)O | -6 | 0 | 2 | 5 | -12 | nt | -19 | nt | 18 |
| 29 | COCCN(C(=O)CSc1nnc(C)n1Cc1ccccc1)c1c(N)n(CC(C)C)c(=O)[nH]c1=O | -10 | -1 | -2 | 0 | -7 | 6 | -1 | -10 | 30 |
| 30 | CC(=O)c1cn(C)c(=O)[nH]c1=O | 3 | 2 | 4 | -4 | 1 | -3 | -7 | -31 | -3 |
| 31 | Cc1cc2n(n1)C(c1ccccc1Cl)Nc1ccccc1-2 (centres undefined) | -10 | 1 | 7 | -3 | -4 | -1 | -9 | -25 | 12 |
| 32 | COc1cc(OC)c2c(=O)c(OC)c(-c3ccc(OC)c(OC)c3)oc2c1 | 1 | 26 | -1 | 61* | -12 | -37 | -3 | -24 | -374 |
| 33 | COC(CNC(=O)c1cccc2c1C(=O)N(Cc1cccnc1)C2)OC | 3 | -1 | -1 | -3 | -13 | -1 | -8 | -15[20 µM] | -7 |
| 34 | COc1ccc(-c2noc(C3CCCN(C(=O)Nc4ccccc4F)C3)n2)cc1 (centres undefined) | 1 | -2 | 7 | -3 | -25 | -2 | -11 | -19 | -12 |
| 35 | O=C(OCC(O)C(O)COC(=O)c1ccccc1)c1ccccc1 (centres undefined) | -8 | -1 | 6 | 2 | -1 | 4 | -1 | -13 | 16 |
| 36 | C=CCOC(=O)C1=C(C)OC(N)=C(C#N)C1c1ccc(OC)c(CSc2ccccn2)c1 (centres undefined) | 0 | -2 | 6 | -3 | -26 | 1 | -95 | -11 | 26 |
| 37 | O=C(Cc1ccccc1)Nc1ccc(N2CCCCC2)cc1 | -4 | 0 | -4 | 2 | 3 | -8 | 10 | -16 | -3 |
| 38 | CCCCNS(=O)(=O)c1ccc(NC(=O)Cc2ccccc2[N+](=O)[O-])cc1 | -1 | -1 | 2 | 0 | 5 | -1 | 1 | -23 | 28 |
| 39 | CCn1nc(C)c(CNC(=O)Nc2ccccc2C(=O)OC)c1C | -12 | 2 | -1 | -2 | -11 | -6 | -5 | -14 | -28 |
| 40 | CC1(C)NC(=O)N(CCCSc2ccc(Cl)cc2)C1=O | -5 | -1 | 5 | -1 | -12 | -3 | -1 | -8 | -31 |
| 41 | COc1ccc(S(=O)(=O)N2Cc3ccccc3CC2C(=O)Nc2nccs2)cc1OC (centres undefined) | -10 | 2 | 4 | -2 | -10 | 1 | -13 | -24[20 µM] | -2 |
| 42 | Cc1ccnc(NC(=O)C23CC4CC(CC(C4)C2)C3)c1 | 0 | 0 | -1 | 2 | -11 | 2 | -13 | -12[20 µM] | -10 |
| 43 | O=C(Nc1cccn2ncnc12)c1ccccc1 | 9 | 0 | -5 | -1 | -10 | -2 | -7 | -18 | 5 |
| 44 | O=C1C2C(C(=O)N1/N=C/c1cc([N+](=O)[O-])c(O)cc1O)C1C=CC2C12CC2 (centres undefined) | -3 | 14 | 1 | 3 | 16 | -3 | -9 | -22 | -7 |
| 45 | O=[N+]([O-])c1ccc(CSc2nnc(SCc3ccc(Cl)cc3)s2)cc1 | -11 | -4 | 1 | 0 | -6 | 7 | -14 | -5 | 30 |
| 46 | COC(=O)C(=Cc1ccc(OCc2ccc([N+](=O)[O-])cc2)c(OC)c1)C(=O)OC | -6 | 2 | -1 | 1 | 6 | -9 | -8 | -18[20 µM] | -31 |
| 47 | Cn1c(CO)cnc1S(=O)(=O)Cc1ccc(Cl)cc1 | -4 | 2 | -3 | -2 | -10 | 9 | -16 | -3 | 11 |
| 48 | CCCCN(C)S(=O)(=O)c1ccc(C(=O)Nc2nnc(-c3cccs3)o2)cc1 | -1 | -1 | 2 | 4 | -14 | 44 | -15 | -22 | -45 |
| 49 | Cc1cnc(N2C(=O)c3ccc([N+](=O)[O-])cc3C2=O)s1 | 5 | -1 | 4 | -34 | -4 | -3 | -1 | -32 | 5 |
| 50 | O=C(O)CNC(=O)/C(=C/c1cccc([N+](=O)[O-])c1)NC(=O)c1ccco1 | -6 | 5 | 0 | 13 | 2 | -2 | 6 | -2 | 1 |
| 51 | Cc1c(Cl)cccc1NC(=S)N(CCN(C)C)C(C)c1ccco1 (centres undefined) | -1 | 1 | -1 | -3 | 4 | 8 | -9 | -13 | 13 |
| 52 | O=C(Nc1nc2cc3c(cc2s1)OCO3)c1ccc(N2C(=O)CCC2=O)cc1 | -3 | -1 | 5 | -8 | -7 | -12 | -5 | -16 | -68 |
| 53 | Cc1cccc(NC(=O)CC2c3ccccc3Oc3ccccc32)c1 | -4 | 2 | 6 | 2 | 0 | 3 | 7 | -19 | 20 |
| 54 | COc1ccc(NC(=O)NCCN2CCc3ccccc3C2)cc1 | -10 | -3 | 0 | 2 | -15 | 4 | 7 | -14[20 µM] | 7 |
| 55 | Cc1ccc(NC(=S)NCCc2c[nH]c3ccccc23)c(C)c1 | 3 | -1 | -8 | 1 | -6 | 9 | -3 | -18 | 16 |
| 56 | CC(C)(O)C#Cc1ccc(C(=O)NCCC(=O)O)s1 | -2 | -1 | 3 | -2 | 2 | 1 | -3 | -24 | -31 |
| 57 | Nc1nc(N2CCCCC2)nc(N(c2ccccc2)c2ccccc2)n1 | 5 | -2 | 3 | 1 | -8 | -3 | -7 | -11 | -5 |
| 58 | O=C(Nc1ccc(NC(=S)NC(=O)c2ccccc2F)cc1)c1cccs1 | -14 | 0 | 9 | 0 | 12 | 0 | -10 | -17 | -57 |

Bioassay records as filed in PubChem.
